Polio RdRp inh: poliovirus RNA polymerase inhibition; hit rate 0.66% among 150,000; poliovirus polymerase elongation, fluorescence polarization; hits give low values; % elongation, % (compound at 16.7 µg/mL); P03300; AID 588519; in the data active = % elongation below about 90%; also: some results filed as inactive read as strong as hits
Target sequence (P03300 1749-2209 limits assumed): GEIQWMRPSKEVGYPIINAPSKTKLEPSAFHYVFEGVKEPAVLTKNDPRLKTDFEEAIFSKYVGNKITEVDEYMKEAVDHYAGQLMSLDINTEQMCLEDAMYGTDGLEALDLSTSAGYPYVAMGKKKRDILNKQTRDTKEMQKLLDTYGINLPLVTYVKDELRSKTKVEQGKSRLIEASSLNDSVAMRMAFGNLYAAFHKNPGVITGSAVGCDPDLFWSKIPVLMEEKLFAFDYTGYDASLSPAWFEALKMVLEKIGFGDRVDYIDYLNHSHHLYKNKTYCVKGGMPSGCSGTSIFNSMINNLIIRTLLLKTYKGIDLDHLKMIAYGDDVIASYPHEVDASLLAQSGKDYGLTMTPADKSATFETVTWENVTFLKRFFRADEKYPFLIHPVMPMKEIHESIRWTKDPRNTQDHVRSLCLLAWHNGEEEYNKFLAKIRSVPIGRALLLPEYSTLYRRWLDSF
Polio RdRp inh FP z-score: further read-out of Polio RdRp inh, marked with its call; z-score; measured here: FP z-score; hits read low
Numbers without * were called inactive; & = joins results of further samples. Only part of the results is shown (hit frequency here may not be typical).

A first look:
SMILES	Polio RdRp inh	Polio RdRp inh FP z-score
CCCCN(CCCC)CCCOC(=O)c1ccc(N)cc1	100&99	0&0
CCCCCCCCCCCCCCC[C@@H](O)[C@@H](N)CO	97&99	-1.4&-0.2
COc1cc(C2Oc3cc(C4Oc5cc(O)cc(O)c5C(=O)C4O)ccc3OC2CO)ccc1O (stereo unspecified)	103	0.3
c1ccc(-n2cnnn2)cc1	102	0.1
CC12CCC3C(=CCc4cc(O)ccc43)C1CCC2=O (stereo unspecified)	99	-0.3
C=C[C@H]1CN2CCC1C[C@@H]2[C@H](O)c1ccnc2ccc(OC)cc12 (stereo partly specified)	100	0
C[C@@H]1C[C@H]2[C@@H]3CCC4=CC(=O)C=C[C@]4(C)[C@@]3(Cl)[C@@H](O)C[C@]2(C)[C@@]1(OC(=O)c1ccco1)C(=O)CCl	100	0.1
CC(C)(C)NCC(O)COc1cccc2c1CC(O)C(O)C2 (stereo unspecified)	98	-0.4
CC1O[C@@H](O[C@@H]2C(CO)O[C@@H](OCC3O[C@@H](OC(=O)C45CC[C@@H](C)[C@H](C)[C@H]4C4=CC[C@@H]6[C@@]7(C)C[C@@H](O)[C@H](O)[C@@](C)(CO)C7CC[C@@]6(C)[C@]4(C)CC5)C(O)[C@H](O)[C@@H]3O)C(O)[C@@H]2O)C(O)[C@@H](O)[C@H]1O (stereo partly specified)	100	0.2
CCCCOc1cc(C(=O)OCCN(CC)CC)ccc1N	101	0.5
COC(=O)N/N=C/c1c[n+]([O-])c2ccccc2[n+]1[O-]	99	-0.1
CCCCC(=O)O[C@]1(C(=O)CO)[C@@H](C)CC2C3CCC4=CC(=O)C=C[C@]4(C)[C@@]3(F)C(O)C[C@@]21C (stereo partly specified)	99	-0.1
Cc1cc(=O)oc2cc(O)ccc12	99	-0.1

This part in full, from the start:
SMILES	Polio RdRp inh	Polio RdRp inh FP z-score
CCCCN(CCCC)CCCOC(=O)c1ccc(N)cc1	100&99	0&0
CCCCCCCCCCCCCCC[C@@H](O)[C@@H](N)CO	97&99	-1.4&-0.2
COc1cc(C2Oc3cc(C4Oc5cc(O)cc(O)c5C(=O)C4O)ccc3OC2CO)ccc1O (stereo unspecified)	103	0.3
c1ccc(-n2cnnn2)cc1	102	0.1
CC12CCC3C(=CCc4cc(O)ccc43)C1CCC2=O (stereo unspecified)	99	-0.3
C=C[C@H]1CN2CCC1C[C@@H]2[C@H](O)c1ccnc2ccc(OC)cc12 (stereo partly specified)	100	0
C[C@@H]1C[C@H]2[C@@H]3CCC4=CC(=O)C=C[C@]4(C)[C@@]3(Cl)[C@@H](O)C[C@]2(C)[C@@]1(OC(=O)c1ccco1)C(=O)CCl	100	0.1
CC(C)(C)NCC(O)COc1cccc2c1CC(O)C(O)C2 (stereo unspecified)	98	-0.4
CC1O[C@@H](O[C@@H]2C(CO)O[C@@H](OCC3O[C@@H](OC(=O)C45CC[C@@H](C)[C@H](C)[C@H]4C4=CC[C@@H]6[C@@]7(C)C[C@@H](O)[C@H](O)[C@@](C)(CO)C7CC[C@@]6(C)[C@]4(C)CC5)C(O)[C@H](O)[C@@H]3O)C(O)[C@@H]2O)C(O)[C@@H](O)[C@H]1O (stereo partly specified)	100	0.2
CCCCOc1cc(C(=O)OCCN(CC)CC)ccc1N	101	0.5
COC(=O)N/N=C/c1c[n+]([O-])c2ccccc2[n+]1[O-]	99	-0.1
CCCCC(=O)O[C@]1(C(=O)CO)[C@@H](C)CC2C3CCC4=CC(=O)C=C[C@]4(C)[C@@]3(F)C(O)C[C@@]21C (stereo partly specified)	99	-0.1
Cc1cc(=O)oc2cc(O)ccc12	99	-0.1
CC(C)NNC(=O)c1ccncc1	100&101	-0.1&0.4
O=C(O)c1cc(=O)c2ccccc2o1	101	0.2
CN(CC1COc2ccccc2O1)c1ccc(S(=O)(=O)N2CCOCC2)cn1 (stereo unspecified)	105	0.4
OC/C=C/c1ccc(O)cc1	109	0.9
CC(=O)C1=C(O)C2C3c4c[nH]c5cccc(c45)CC3C(C)(C)N2C1=O (stereo unspecified)	99	-0.6
CCOC(=O)c1sc(NC(=O)c2c(-c3ccccc3)c(-c3ccccc3)nn(C)c2=O)nc1C	107	0.3
CCc1cccc(CC)c1NC(=O)CN(CC(=O)O)CC(=O)O	101	0.2
N=c1nc(N2CCCCC2)cc(N)n1O	101&101&99&101	-0.1&0.4&-0.2&0.2
C=C[C@H]1CN2CC[C@H]1C[C@@H]2[C@H](O)c1ccnc2ccc(OC)cc12	102	0.5
Cc1ccc(Nc2nc(N)nc(CN3CCC(C(N)=O)CC3)n2)cc1	102	0.4
COC(=O)c1ccccc1O	102	-0.2
O=C(CN1C(=O)c2ccccc2C1=O)Nc1nnc(-c2ccc3c(c2)OCCO3)o1	101	0
CC(Cc1cccc(C(F)(F)F)c1)NCCOC(=O)c1ccccc1 (stereo unspecified)	100&100	0.1&0
CN(C)S(=O)(=O)n1cc(/C=C(\NC(=O)c2ccccc2)C(=O)NCCCn2ccnc2)c2ccccc21	116	1.6
CCn1ccc(C(=O)Nc2ccccc2C(=O)OC)n1	102	0.3
CCCOc1ccc(C(=O)OCCN(CC)CC)cc1N	104	0.5
CN[C@@H]1[C@H](O)[C@H](NC)[C@H]2O[C@@]3(O)C(=O)C[C@@H](C)O[C@H]3O[C@@H]2[C@H]1O	99&101	-0.1&0.2

Sorted by SMILES length (rising): 3 of the compounds above
SMILES	Polio RdRp inh	Polio RdRp inh FP z-score
N=c1nc(N2CCCCC2)cc(N)n1O	101&101&99&101	-0.1&0.4&-0.2&0.2
CC(Cc1cccc(C(F)(F)F)c1)NCCOC(=O)c1ccccc1 (stereo unspecified)	100&100	0.1&0
CN[C@@H]1[C@H](O)[C@H](NC)[C@H]2O[C@@]3(O)C(=O)C[C@@H](C)O[C@H]3O[C@@H]2[C@H]1O	99&101	-0.1&0.2

Bioassay records (PubChem)
